Source: PubChem BioAssay
mcGAS RapidFire = inhibitors of Mus musculus cyclic GMP-AMP synthase, initial high-throughput assay, cell-free, RapidFire MS | hit rate 0.18% among 130,000 | recombinant mouse cGAS, cGAMP by RapidFire MS | Q8C6L5 | inhibition, % at 12.5 µM;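 active means inhibition of cGAS enzyme activity at or above 60%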;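 further: enzyme stimulated by 45 bp dsDNA with ATP and GTP substrates; cGAMP share of summed cGAMP plus half ATP and half GTP signals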
Target sequence (Q8C6L5 whole entry, looked up): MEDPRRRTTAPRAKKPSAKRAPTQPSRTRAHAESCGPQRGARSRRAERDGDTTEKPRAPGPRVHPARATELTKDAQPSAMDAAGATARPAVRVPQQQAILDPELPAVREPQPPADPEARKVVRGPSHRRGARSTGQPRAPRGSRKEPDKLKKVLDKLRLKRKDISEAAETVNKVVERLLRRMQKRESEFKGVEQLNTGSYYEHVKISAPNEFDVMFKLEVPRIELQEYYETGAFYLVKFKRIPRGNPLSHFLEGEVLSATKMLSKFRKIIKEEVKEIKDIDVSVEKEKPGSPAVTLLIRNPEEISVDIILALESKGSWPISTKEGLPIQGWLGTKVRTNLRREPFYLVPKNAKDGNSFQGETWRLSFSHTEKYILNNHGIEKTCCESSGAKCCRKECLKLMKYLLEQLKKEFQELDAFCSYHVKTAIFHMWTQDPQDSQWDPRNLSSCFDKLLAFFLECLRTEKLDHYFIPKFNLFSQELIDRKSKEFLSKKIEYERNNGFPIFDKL
An asterisk follows results filed as active; & = joins results of further samples. This is a subset (hit frequency here may not be typical).

mcGAS RapidFire	structure
-7	CCSc1nc(CC(=O)N(C)CC2Cc3ccccc3O2)cs1 (stereo not drawn)
-8	Cc1ccccc1S(=O)(=O)NC(=O)C1(C)CCN1C(=O)c1ccc(C(C)(C)C)cc1 (stereo not drawn)
-2	CCOC(=O)NCC(=O)N(Cc1ccc(C(F)(F)F)cc1)C1CC1
-7	C=CCn1c(=S)[nH]c2scc(-c3cccs3)c2c1=O
-1	CC(C)COC(=O)C(C)Sc1n[nH]c(=O)[nH]c1=O (stereo not drawn)
2	Oc1c(Cl)cc(Cl)cc1C1=NNC(c2ccccc2F)C1 (stereo not drawn)
1	CCOC(=O)CSc1ncnc2c1nnn2C
-4	O=C(COc1ccc(Cl)cc1)NCC(O)c1ccc(Cl)cc1 (stereo not drawn)
-10	O=C(CCC1CCCCC1)N1CCN(c2ccc(Nc3ccncc3)nn2)CC1
-4	O=C(c1ccc(F)cc1Br)N1CCN(S(=O)(=O)c2ccccc2)CC1
-4	CC1Oc2ccc(NC(C)c3nc(C(C)C)no3)cc2NC1=O (stereo not drawn)
0	CC(NC(=O)c1ccc2c(c1)OCO2)c1ccc2c(c1)CCCC2 (stereo not drawn)
-5	O=C(Cn1nc(C(F)F)cc1C(F)F)N/N=C\c1cccc(I)c1
0	COC(=O)c1ccc(C(=O)OC)c(S(=O)(=O)NCc2cccc(C)c2)c1
-1	O=C(c1ccc2oc(CCc3ccccc3)nc2c1)N1CCN(CC2CC2)CC1
-3	COc1ccc(NC(=O)CSc2nnc(SC)s2)cc1OC
-7	CC(=O)Cn1c(=O)c2c(nc3n(CCN4CCOCC4)c(C)c(C)n23)n(C)c1=O
-4	O=C(COC(=O)C=Cc1ccc(I)o1)NC1CCCCCCC1
-6	CC(C)(C)c1ccc(C(=O)NCC(=O)N2CCc3c(cccc3N3CCOC3=O)C2)cc1
-10	CCCOCC(=O)N1CCC(N2CCCC(C(=O)N3CCN(C)CC3)C2)CC1 (stereo not drawn)
-2	CN(CCCNC(=O)N1CCC2(CCCC2)C1)C(=O)C1CCC1
-3	Cn1c2c(c(=O)n(C)c1=O)C1(NC(=O)N2)C(=O)Nc2ccccc21 (stereo not drawn)
-16	Cc1ccc(Cl)cc1N1CCN(Cc2nc(C3CC3)no2)CC1
0	Cc1ccccc1COc1cccc(CC(=O)NCC#N)c1
-10	CSc1ncccc1C(=O)N1CCOC(Cc2ccc(F)cc2)C1 (stereo not drawn)
-1	CCCCn1c(=O)[nH]c(=O)c2c1ncn2CCC(C)C
-2	CNc1cccc(-c2cccc(NS(C)(=O)=O)c2)n1
-6	NC(=O)C1Cc2ccccc2CN1Cc1ncc(-c2ccccc2)o1 (stereo not drawn)
-5	Cn1nc(C(=O)O)cc1C(F)(F)F
-8	CCC(=O)Nc1ccc(Nc2nc(C)cc(N3CCCCC3)n2)cc1
-36	Cc1ccc(CN2CCC(CNC(=O)C3(N)CCCC3)C2)cc1C (stereo not drawn)
-10&2	Cc1cccc(NC(=O)CCC2CCN(C(=O)C3CC34CCCCC4)CC2)c1 (stereo not drawn)
1	O=C(CCc1ccncc1)N1CCCC(CCc2ccc(F)c(F)c2)C1 (stereo not drawn)
-7	COc1ccc(Oc2nc(N3CCN(C)CC3)nc3c2CN(Cc2cccs2)CC3)cc1
-2	COCCN(CCC#N)C(=O)c1oc2c(C)ccc(C)c2c1C
27	Cc1ccc(-c2nnc(SCc3ccc(C#N)cc3)o2)cc1C
-2	N#CC(=Cc1ccsc1)c1nnc(N2CCOCC2)n1-c1ccccc1
-4	CCn1c(=O)cc(N2CCC(C)CC2)[nH]c1=O
-6	CN1CCN(Cc2c(O)ccc3c(=O)c(-c4ccccc4)coc23)CC1
6	CC(=O)N1CCc2cc(NC(=O)C3CCN(C(=O)C=Cc4ccccc4)CC3)ccc21
-7	C[N+]1(C2CCCSc3ccccc32)CCN(c2ccccc2)CC1 (stereo not drawn)
-11	CCc1ccc(CNc2cc(C(=O)NCCN3CCNC3=O)cc(S(=O)(=O)N(C)C)c2)cc1
-24	COc1ccc(C2c3cc4c(cc3OC(=N)C2C#N)OCO4)cc1OC (stereo not drawn)
3	O=C(Nc1ncc([N+](=O)[O-])s1)c1ccc(=O)n(Cc2cccc(Cl)c2)c1
-10	Cc1cc(CC(C)Nc2nc(-c3cccnc3)nc3c2CNC3)n[nH]1 (stereo not drawn)
-1	O=C(NCC1CCCO1)C1CCN(C2CCN(Cc3ccsc3)CC2)CC1 (stereo not drawn)
-3&1	CC(CN(C)C)CN1c2ccccc2CCc2ccccc21 (stereo not drawn)
-4	O=C(NC1CCOC2(CCOCC2)C1)C1CC1c1cccc(F)c1 (stereo not drawn)
-15	O=c1cncc(-c2cc(O)cc(CCC3CCCCN3)c2)[nH]1 (stereo not drawn)
-4	CCC(=O)c1ccc(O)c(CC=C(C)C)c1
-3	Cc1sc2ncnc(NNC(=S)NCCN(C)C)c2c1C
-34	Cc1nc2nc3ccn(C4CCCC4)c(=O)c3c(-c3cccc(Cl)c3)n2n1
-2	COc1ccc(-n2c(C)c(C)n3c4c(=O)n(CC(C)=O)c(=O)n(C)c4nc23)cc1
-8	CNc1nc(-c2cccc(NC(C)=O)c2)cn2ccnc12
-17	Cc1noc(C)c1C(C)NC(=O)Nc1ccc2c(c1)CCCN2C (stereo not drawn)
-8	Cc1c(C)n2c3c(=O)[nH]c(=O)n(C)c3nc2n1CCCN1CCCCCC1
4	Cc1nc2c(c(N3CCCC3)n1)CCN(C(=O)CCc1c(C)n[nH]c1C)C2
3	CO[C@H]1CN(C(=O)OC(C)(C)C)CC1NC(=O)c1ccc(F)cc1Cl (stereo partly drawn)
2	O=C(NCc1cccs1)c1csc(-c2cc3ccccc3[nH]2)n1
-9	OCC1(CCCc2ccccc2)CCN(Cc2nc3ccc(F)cc3[nH]2)CC1

Going on with the list:
mcGAS RapidFire	structure
-6	Oc1ccc(CN2CC[C@@H](N3CCN(CCc4ccccc4)CC3)[C@H](O)C2)cc1Cl
-10	COCC(=O)N1CCCCC1C1=CCCN(Cc2c(C)noc2C)C1 (stereo not drawn)
1	Cc1ccc(C(C)C)c(OCC(=O)N=Nc2c(O)[nH]c3ccc([N+](=O)[O-])cc23)c1
-2	NC(=O)N=Nc1c(O)[nH]c2ccccc12
-6	Cc1cc(Cl)ccc1-n1nc(C)c(CCC(=O)O)c1C
-2	COc1ccc(Cl)cc1CN(C)CC(O)COc1cc(C)ccc1C (stereo not drawn)
-7	NC(=O)c1ccc(NCCc2csc3ccccc23)nn1
3	O=C(NN=Cc1ccc2c(c1)OCCO2)c1ccc([N+](=O)[O-])cc1
-12	Cc1ccc(NC(=O)C2(C)CCN2C2Cc3ccccc3C2)cc1 (stereo not drawn)
14	CCCC(C)n1[nH]c(=O)c2c(C)cc(=O)[nH]c21 (stereo not drawn)
-15	COc1ccc2nc(CNC(C)CC(C)(C)OC)[nH]c2c1 (stereo not drawn)
1	CCC(=O)N=C(c1ccccc1)c1ccccc1
5	NC(=O)CSCC(=O)NCCCc1ccc(Cl)c(Cl)c1
-2	COc1ccccc1CCN1CCCC(CN(C)C(=O)Cn2cnc3ccccc3c2=O)C1 (stereo not drawn)
-23	CNC(=O)CN(CC(=O)NC)c1ccc(C)c(C)c1
-1	COc1ccc(N=C2NC(=O)/C(=C\c3ccc(O)cc3)S2)cc1
-18	CS(=O)(=O)c1ccc2nc(NC(=O)Cn3[nH]c(=O)ccc3=O)sc2c1
-2	CC(C)CNCc1ccc(OS(=O)(=O)c2ccccc2C(=O)OC(C)C)cc1
-2	COc1cccc(-c2cn(CC(=O)NCc3cccc(C)c3)nc2N2CCOCC2)c1
-11	COc1ccccc1/C=C/CN1CCNC(=O)C1CC(=O)N(C)CC1CCOCC1 (stereo not drawn)
-8	O=C1N(C2Cc3ccccc3C2)C[C@@H]2C[C@@H](c3cccc4c3OCO4)N3CCC[C@@]123
-4	Cn1c(CN2CCCC(CNC(=O)c3cccs3)C2)nc2ccccc21 (stereo not drawn)
-9	O=C(NCCc1ccccc1)N1CCn2cccc2C1c1ccc(F)c(F)c1 (stereo not drawn)
9	CN1C(=O)Cc2cc(C3=NNC(=Nc4cccc(C(F)(F)F)c4)SC3)ccc21

5 structures already listed, arranged by length of the SMILES, lowest first:
mcGAS RapidFire	structure
5	NC(=O)CSCC(=O)NCCCc1ccc(Cl)c(Cl)c1
-9	O=C(NCCc1ccccc1)N1CCn2cccc2C1c1ccc(F)c(F)c1 (stereo not drawn)
-2	CC(C)CNCc1ccc(OS(=O)(=O)c2ccccc2C(=O)OC(C)C)cc1
-18	CS(=O)(=O)c1ccc2nc(NC(=O)Cn3[nH]c(=O)ccc3=O)sc2c1
-8	O=C1N(C2Cc3ccccc3C2)C[C@@H]2C[C@@H](c3cccc4c3OCO4)N3CCC[C@@]123

An excerpt of these results, tab-delimited.
SMILES	mcGAS RapidFire
Cc1nc2nc3ccn(C4CCCC4)c(=O)c3c(-c3cccc(Cl)c3)n2n1	-34
COc1ccc(-n2c(C)c(C)n3c4c(=O)n(CC(C)=O)c(=O)n(C)c4nc23)cc1	-2
CNc1nc(-c2cccc(NC(C)=O)c2)cn2ccnc12	-8
Cc1noc(C)c1C(C)NC(=O)Nc1ccc2c(c1)CCCN2C (stereo not drawn)	-17
Cc1c(C)n2c3c(=O)[nH]c(=O)n(C)c3nc2n1CCCN1CCCCCC1	-8
Cc1nc2c(c(N3CCCC3)n1)CCN(C(=O)CCc1c(C)n[nH]c1C)C2	4
CO[C@H]1CN(C(=O)OC(C)(C)C)CC1NC(=O)c1ccc(F)cc1Cl (stereo partly drawn)	3
O=C(NCc1cccs1)c1csc(-c2cc3ccccc3[nH]2)n1	2
OCC1(CCCc2ccccc2)CCN(Cc2nc3ccc(F)cc3[nH]2)CC1	-9
Oc1ccc(CN2CC[C@@H](N3CCN(CCc4ccccc4)CC3)[C@H](O)C2)cc1Cl	-6
COCC(=O)N1CCCCC1C1=CCCN(Cc2c(C)noc2C)C1 (stereo not drawn)	-10
Cc1ccc(C(C)C)c(OCC(=O)N=Nc2c(O)[nH]c3ccc([N+](=O)[O-])cc23)c1	1
NC(=O)N=Nc1c(O)[nH]c2ccccc12	-2
Cc1cc(Cl)ccc1-n1nc(C)c(CCC(=O)O)c1C	-6
COc1ccc(Cl)cc1CN(C)CC(O)COc1cc(C)ccc1C (stereo not drawn)	-2
NC(=O)c1ccc(NCCc2csc3ccccc23)nn1	-7
O=C(NN=Cc1ccc2c(c1)OCCO2)c1ccc([N+](=O)[O-])cc1	3
Cc1ccc(NC(=O)C2(C)CCN2C2Cc3ccccc3C2)cc1 (stereo not drawn)	-12
CCCC(C)n1[nH]c(=O)c2c(C)cc(=O)[nH]c21 (stereo not drawn)	14
COc1ccc2nc(CNC(C)CC(C)(C)OC)[nH]c2c1 (stereo not drawn)	-15
CCC(=O)N=C(c1ccccc1)c1ccccc1	1
NC(=O)CSCC(=O)NCCCc1ccc(Cl)c(Cl)c1	5
COc1ccccc1CCN1CCCC(CN(C)C(=O)Cn2cnc3ccccc3c2=O)C1 (stereo not drawn)	-2
CNC(=O)CN(CC(=O)NC)c1ccc(C)c(C)c1	-23
COc1ccc(N=C2NC(=O)/C(=C\c3ccc(O)cc3)S2)cc1	-1
CS(=O)(=O)c1ccc2nc(NC(=O)Cn3[nH]c(=O)ccc3=O)sc2c1	-18
CC(C)CNCc1ccc(OS(=O)(=O)c2ccccc2C(=O)OC(C)C)cc1	-2
COc1cccc(-c2cn(CC(=O)NCc3cccc(C)c3)nc2N2CCOCC2)c1	-2
COc1ccccc1/C=C/CN1CCNC(=O)C1CC(=O)N(C)CC1CCOCC1 (stereo not drawn)	-11
O=C1N(C2Cc3ccccc3C2)C[C@@H]2C[C@@H](c3cccc4c3OCO4)N3CCC[C@@]123	-8
Cn1c(CN2CCCC(CNC(=O)c3cccs3)C2)nc2ccccc21 (stereo not drawn)	-4
O=C(NCCc1ccccc1)N1CCn2cccc2C1c1ccc(F)c(F)c1 (stereo not drawn)	-9

Remaining list, next part
mcGAS RapidFire	structure
-6	CS(=O)Cc1ccc(Cl)c(NCC(=O)N2CCOCC2)c1 (stereo not drawn)
-8	Cc1nn(CCNc2cc(N(C)C)ncn2)c(C)c1Cl
2	COCc1cccc(C(=O)NCc2ccc(C)cc2)c1
-1	CN1CCN(c2ccc(C(=O)NC3CCOCC3)nn2)Cc2ccccc21
-6	O=C(c1cccc(Cl)c1)N1CCN(S(=O)(=O)c2ccc(F)cc2F)CC1
-7	O=C(NCc1ccccc1-n1cncn1)c1onc2ccccc12
-4	CCOC(=O)c1nn(-c2ccccc2C)c(=O)cc1OC(C)C
6	Cc1cccnc1[C@H](C)Nc1nc(-c2cccnc2)nc2c1cnn2C
-8	Cn1c(=O)[nH]c(=O)c2c1nc(CN(Cc1ccccc1)Cc1ccccc1)n2CCN1CCOCC1
-14	O=C(O)C1CC2(CCNCC2)CN1C(=O)CCc1ccc(F)cc1 (stereo not drawn)
-16	CCOCc1cc(C)[nH]c(=O)c1C#N
-12	CC1CC(C)CN(C(=O)COC(=O)Cn2c(C(F)(F)F)nc3ccccc32)C1 (stereo not drawn)
-20	Cn1cccc1-c1[nH]nc(SCc2ccccc2)c1C#N
-34	Cc1ccc(-c2csc3ncn(CC4CCCO4)c(=O)c23)s1 (stereo not drawn)
-4	CN(C)CCNc1c2c(c(C#N)c3nc4ccccc4n13)CCC2
-4	O=C(c1cn(CC2CCCO2)nn1)N1CCC(Cc2ccccc2F)CC1 (stereo not drawn)
-2	O=C1CC(C(=O)NCc2ccco2)C2(CCCCC2)O1 (stereo not drawn)
-13	CCOC(=O)C(C)(C)C(=O)c1ccc2cc(OC)ccc2c1
-22	Cc1ccc(OC2(C(=O)N[C@@H]3c4ccccc4C[C@@H]3O)CCNCC2)cc1
-9	N#Cc1ccc(C(=O)NCC2CCN(Cc3ccccc3)CC2)cc1
-7	CS(=O)(=O)c1ccccc1-c1nnc(NC(=O)c2cc(Cl)ccc2Cl)o1
2	c1ccc2c(c1)nc1nccc(-c3ccncc3)n12
